# TNAP inh hi DEA = blocks human TNAP under high phosphate acceptor concentration | P05186 | purified TNAP, CDP-star luminescence, 1 M DEA | inhibition, % at 20 µM | actives 0.03% (n = 200,000) | AID 1135;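 active means over 50% inhibition of tissue-nonspecific alkaline phosphatase at 20 µM in the single-dose screen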;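 further: plate controls were DMSO wells for no effect and EDTA-quenched wells as full inhibition for full effect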
# Target sequence (P05186 whole entry, looked up): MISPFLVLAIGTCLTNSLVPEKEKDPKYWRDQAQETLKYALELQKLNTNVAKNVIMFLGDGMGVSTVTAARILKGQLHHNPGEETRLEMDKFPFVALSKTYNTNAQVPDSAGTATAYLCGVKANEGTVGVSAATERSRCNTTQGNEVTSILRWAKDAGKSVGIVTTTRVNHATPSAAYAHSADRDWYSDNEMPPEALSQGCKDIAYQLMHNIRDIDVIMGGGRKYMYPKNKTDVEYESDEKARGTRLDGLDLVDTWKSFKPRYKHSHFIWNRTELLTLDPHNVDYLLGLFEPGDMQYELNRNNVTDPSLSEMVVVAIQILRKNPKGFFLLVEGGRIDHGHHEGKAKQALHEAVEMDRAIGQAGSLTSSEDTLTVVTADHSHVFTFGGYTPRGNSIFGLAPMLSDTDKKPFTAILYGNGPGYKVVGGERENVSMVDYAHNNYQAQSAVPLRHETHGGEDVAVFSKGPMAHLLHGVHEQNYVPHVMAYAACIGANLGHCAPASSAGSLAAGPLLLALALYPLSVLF
# RAM inhibit = inhibitors of the yeast RAM network; actives 1.8% (n = 190,000); inhibition, % at 50 µM; S. cerevisiae dse1pr::URA3 reporter, 5-FOA growth OD615, 2 d; analog-sensitive cbk1-as2 kinase mutant strain;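 active means inhibition above a set limit, 3 SD over mean compound inhibition, cut at about 8.4% in these data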;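 further: 0% = DMSO-only wells with no growth and 100% = 10 µM 1-NA-PP1 full growth; inhibition rescues growth on 5-FOA so higher OD means more RAM inhibition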
# TNAP act hi DEA = TNAP (human) activation, high acceptor; purified TNAP, CDP-star luminescence, 1 M DEA, 30 min; stronger effect = higher value; 0 = EDTA background, 1 = DMSO-only activity; activation factor at 20 µM; 200,000 tested, under 10 active; AID 1136;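 active means activation factor at least 2 at 20 µM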
#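 Assay system: human TNAP; Input: enzyme diluted 1/800 final; Reagent: CDP-star luminogenic substrate at 100 µM final; Timing: 30 min, room temperature; Signal: luminescence; Evaluation: TNAP activation factor scaled between EDTA and DMSO control wells.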
# L major viab = Leishmania major promastigote growth inhibition. actives 9% (n = 200,000). Leishmania major promastigotes, resazurin fluorescence viability. inhibition, % at 10 µM. AID 1063; in the data active means inhibition above about 50%;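 further: promastigotes grown with compound for 44 hours at 28 °C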
# bIAP activator = intestinal alkaline phosphatase (bovine) activation; purified bovine IAP, CDP-star luminescence, 30 min; stronger effect = higher value; fold of DMSO-control signal, blank-subtracted; AID 1016; activation factor at 20 µM; actives 0.17% (n = 200,000);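 active means activation factor of 2 or more at 20 µM, a signal rise over negative controls twice the positive control's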
# TNAP inh no acc = inhibitors of human TNAP without phosphate acceptor; P05186; purified TNAP, CDP-star luminescence, 30 min; inhibition, % at 20 µM; actives 0.26% (n = 200,000); AID 1012;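 active means tissue-nonspecific alkaline phosphatase inhibition above about 50% at 20 µM in the single-dose screen, limit read from the data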;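 further: 0% = DMSO negative control and 100% = EDTA positive control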
# APP transl inh = APP translation inhibition. SH-SY5Y APP 5'UTR-luciferase reporter, luminescence. inhibition, % at 2 µM. actives 0.82% (n = 190,000);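 active means inhibition above a set limit, derived from the sample mean plus 3 SD, cut at about 45% in these data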; further: values of inactives mirror those of a sister screen read the other way
# FLuc stim CS = firefly luciferase counter-screen for stimulation assays; P08659; 200,000 tested, under 10 active; activation factor at 10 µM; ATPlite luciferase biochemical, luminescence, 10 min; 0 = ATP-free wells, 1 = DMSO control;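 active means luciferase activation factor, scaled between plate controls, of at least 2 with compound at 10 µM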
#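 Material: Luciferase/luciferin reagent mix; Doses: test compounds dosed from 2 mM stocks in 100% DMSO; Schedule: 10 min incubation after luciferase reagent addition, room temperature; Measured by: luminescence from luciferase reaction; Read-out: luminescence gain marking luciferase activators.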
# FLuc inhib CS = counter-screen for luciferase assay inhibitors: firefly luciferase inhibition; actives 1.5% (n = 200,000); inhibition, % at 10 µM; AID 1006; P08659; ATPLite firefly luciferase biochemical luminescence, 10 min;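 active means inhibition above about 50% when tested at 10 µM, limit read from the data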
# bIAP inhibitor = intestinal alkaline phosphatase (bovine) inhibition; purified bovine IAP, CDP-star luminescence, 30 min; inhibition, % at 20 µM; 190,000 tested, under 10 active;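 active means over 50% inhibition of intestinal alkaline phosphatase at 20 µM in the single-dose screen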
#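 System: Purified bovine intestinal alkaline phosphatase (IAP) enzyme | Input: IAP diluted 1/65,000,000 in the well | Also added: CDP-star chemiluminescent phosphatase substrate, 30 µM final | Dosing: 20 µM single dose | Times: Enzyme reaction for 30 min at room temperature | Detection: Luminescence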
# Starred values were filed as active, the others as inactive; . = not tested or not shown.
SMILES,TNAP inh hi DEA,RAM inhibit,TNAP act hi DEA,L major viab,bIAP activator,TNAP inh no acc,APP transl inh,FLuc stim CS,FLuc inhib CS,bIAP inhibitor
O=S(=O)(Cc1ccccc1Cl)CC(O)COc1ccccc1Cl (stereo not given),2,-0.4,1,11,0.8,-4,-38,1,0,24
Cc1cccc(SC2CCN(Cc3nc(CC4CC4)no3)CC2)c1,-1,-0.9,1,-2,0.9,-3,1,1.1,-5,10
O=[N+]([O-])c1ccc(Nc2ccccc2F)nc1,0,-0.7,1,-5,0.9,-5,-9,1,-3,11
CN1CCN(CC(=O)Nc2cccc([N+](=O)[O-])c2)CC1,-5,0.5,1,-5,1.1,-4,3,1,-4,-8
O=C(NC1CCCC1)c1ncn[nH]1,-2,0.9,1,-6,1.3,-3,-4,1,-5,-33
O=C(Cc1ccccc1Cl)Nc1cccnc1,-4,1.9,1,1,1.1,-13,18,1,-4,-8
Nc1nnnn1/N=C/c1ccccc1OCc1ccccc1,-6,2.5,1.1,0,0.8,-8,-5,1.1,-6,16
Cc1cc(C(=O)CC#N)c(C)n1CC(F)(F)F,1,-0.1,1,-2,1,6,-1,1,2,1
CC1CN(C(=O)C(C)N2CCN(c3ccccc3Cl)CC2)CC(C)O1 (stereo not given),-3,1.5,1,-4,1,-16,13,1,0,-2
O=C(N1CCOCC1)N1CCN(S(=O)(=O)N2CCCCC2)CC1,-7,1.0,1.1,-11,0.9,-14,40,1.1,-7,8
Cc1ccc(OCc2n[nH]c(=S)n2-c2ccccc2)cc1,-3,0.0,1,1,1,-22,-3,1,-2,4
CN(C)CCOc1ncnc2c1oc1ccccc12,-6,0.8,1.1,10,0.8,-6,-12,1.1,-7,18
CC(C)NC(=O)/C=C/C(=O)O,-2,1.6,1,-6,1.1,-9,8,1,-5,-6
O=C(CCc1nc(-c2ccccc2)no1)NCc1cccnc1,-2,-0.3,1,0,0.9,-5,-6,1,-3,13
CCOC(=O)Nc1ccc2c(c1)N(C(=O)N(C)C)c1ccccc1CC2,-2,0.9,1,-5,1.3,-7,-9,1,2,-26
COc1ccc(N2C(=O)C3CCCN3C2c2ccccc2OC)cc1 (stereo not given),-3,0.0,1,-6,1.1,-20,6,1,-1,-6
CCN1CCCC1CNC(=S)Nc1ccc(C(C)=O)cc1 (stereo not given),-1,1.7,1,5,1.1,-1,-17,1.1,-5,-8
Clc1ccc(C2C3=C(Nc4ncnn42)c2ccccc2CC3)cc1 (stereo not given),0,1.1,1,3,0.8,6,8,1,-4,18
CCCN(CCC)CCCn1c(=O)[nH]c2ccccc21,0,0.1,1,-5,1.3,3,-5,1,0,-32
CCOCCCNCc1cn(-c2ccc(F)cc2F)nc1-c1ccccc1C,-10,0.3,1.1,23,1,-16,-4,1.1,-8,0
Cc1cccc(NC(=O)C2(c3ccccc3)CC2(Cl)Cl)c1 (stereo not given),-6,2.8,1.1,15,0.8,-11,-4,1,-3,18
CCCCc1ccc(NC(=S)NCC2CCCO2)cc1 (stereo not given),0,-0.8,1,-3,0.8,-8,-3,1,-2,24
COC(=O)N(NC(=O)C(O)(CCC(C)C)CCC(C)C)c1ccccc1,0,3.1,1,14,1,-14,1,1.1,-6,-3
CC1CCN(S(=O)(=O)c2ccc3ccccc3c2)CC1,-5,1.9,1.1,-6,0.2,-7,-3,1.1,-10,.
Cc1cccc(NC(=O)CSC(N)=O)c1C,5,2.4,1,-10,0.8,-25,-3,1,-2,20
O=C(NCc1ccccn1)C1CCN(Cc2cccc(OCc3ccccc3)c2)CC1,-7,-0.1,1.1,100*,0.6,-16,7,1.1,-9,41
CCc1cccc(C)c1NC(=O)C1CCCO1 (stereo not given),-1,1.8,1,-8,0.8,-13,8,1,-4,24
COc1cccc(CNS(=O)(=O)/C=C/c2ccc(OC)c(OC)c2)c1,-6,2.2,1.1,-7,0.9,-4,-2,1.1,-10,9
Cc1onc(-c2ccccc2)c1C(=O)N1CCOCC1,-5,-0.7,1.1,1,0.9,-10,5,1,-1,11
COc1cccc(-c2csc(N3CCN(C(=S)Nc4ccccc4Cl)CC3)n2)c1,-5,5.1,1,100*,1,-14,7,1,-3,2
CN(c1ccc(C(=O)NCCc2ccccc2)cc1)S(C)(=O)=O,-4,-0.5,1,3,0.9,-16,-92,0.5,47,7
O=C(c1cc2ncc(CCCl)cn2n1)N1CCCCCC1,2,0.8,1,4,1,-3,-6,1,-2,4
COc1ccc(Nc2ccc(C(=O)O)cc2[N+](=O)[O-])cc1,15,0.6,0.8,-6,0.8,9,27,1,-1,17
CCOC(=O)CSc1nnc(CNC(=O)c2cccc(C)c2)n1C,-1,-0.1,1,3,1,-12,2,1,-3,3
CC(C)c1ccc(C2=NN(c3ccccc3)C(=O)CC2)cc1,3,0.4,1,0,0.9,0,10,1,-2,14
O=C(NCCCn1ccnc1)C(=O)NCC(c1cccnc1)N1CCN(c2ccccc2)CC1 (stereo not given),2,1.1,1,33,0.9,-2,-1,1.1,-6,13
CCOC(=O)c1ccc(NC(=O)CC2C(=O)N(c3ccc(F)cc3)C(=O)N2CCCOC)cc1 (stereo not given),-8,1.8,1.1,-2,1,3,-19,1,-2,3
COc1cccc(CN2CCC(N(CCc3ccccc3)Cc3ccccc3)CC2)c1OC,-10,0.8,1.1,99*,1,-8,0,0.9,6,2
O=C1NC(=O)C2C1C(c1ccccc1)N1C3C(=O)NC(=O)C3C(c3ccccc3)N21 (stereo not given),-7,0.2,1.1,-2,0.9,-11,1,1,-2,8
CCCCOc1ccc(C(=O)N2CC(C)OC(C)C2)cc1 (stereo not given),-6,1.6,1.1,-3,1,-9,4,1,-4,2

# Part of the list above, with two lines to a compound.
# Values run as follows: TNAP inh hi DEA	RAM inhibit	TNAP act hi DEA	L major viab	bIAP activator	TNAP inh no acc	APP transl inh	FLuc stim CS	FLuc inhib CS	bIAP inhibitor
- O=S(=O)(Cc1ccccc1Cl)CC(O)COc1ccccc1Cl (stereo not given)
 : 2	-0.4	1	11	0.8	-4	-38	1	0	24
- Cc1cccc(SC2CCN(Cc3nc(CC4CC4)no3)CC2)c1
 : -1	-0.9	1	-2	0.9	-3	1	1.1	-5	10
- O=[N+]([O-])c1ccc(Nc2ccccc2F)nc1
 : 0	-0.7	1	-5	0.9	-5	-9	1	-3	11
- CN1CCN(CC(=O)Nc2cccc([N+](=O)[O-])c2)CC1
 : -5	0.5	1	-5	1.1	-4	3	1	-4	-8
- O=C(NC1CCCC1)c1ncn[nH]1
 : -2	0.9	1	-6	1.3	-3	-4	1	-5	-33
- O=C(Cc1ccccc1Cl)Nc1cccnc1
 : -4	1.9	1	1	1.1	-13	18	1	-4	-8
- Nc1nnnn1/N=C/c1ccccc1OCc1ccccc1
 : -6	2.5	1.1	0	0.8	-8	-5	1.1	-6	16
- Cc1cc(C(=O)CC#N)c(C)n1CC(F)(F)F
 : 1	-0.1	1	-2	1	6	-1	1	2	1
- CC1CN(C(=O)C(C)N2CCN(c3ccccc3Cl)CC2)CC(C)O1 (stereo not given)
 : -3	1.5	1	-4	1	-16	13	1	0	-2
- O=C(N1CCOCC1)N1CCN(S(=O)(=O)N2CCCCC2)CC1
 : -7	1.0	1.1	-11	0.9	-14	40	1.1	-7	8
- Cc1ccc(OCc2n[nH]c(=S)n2-c2ccccc2)cc1
 : -3	0.0	1	1	1	-22	-3	1	-2	4
- CN(C)CCOc1ncnc2c1oc1ccccc12
 : -6	0.8	1.1	10	0.8	-6	-12	1.1	-7	18
- CC(C)NC(=O)/C=C/C(=O)O
 : -2	1.6	1	-6	1.1	-9	8	1	-5	-6

# (continued)
SMILES,TNAP inh hi DEA,RAM inhibit,TNAP act hi DEA,L major viab,bIAP activator,TNAP inh no acc,APP transl inh,FLuc stim CS,FLuc inhib CS,bIAP inhibitor
Cc1nc(SCC(=O)NC(=O)NC(C)C)nc(C)c1C,-6,3.5,1.1,-5,1.1,-17,-12,1,-4,-5
CN(C)S(=O)(=O)Oc1ccsc1C(=O)Nc1ccc(Br)cc1,1,3.5,1,-2,1,-7,4,1,-2,-2
c1ccc(CCc2nn3c(Cn4cnc5ccccc54)nnc3s2)cc1,0,1.0,1,10,0.9,-12,4,1,-3,10
c1ccc(-c2oc3ncnc(N4CCOCC4)c3c2-c2ccccc2)cc1,-2,2.8,1,-5,0.9,-10,-19,1,-2,10
Cc1c(NC(=O)COC(=O)c2cc(-c3cccc4ccccc34)nc3ccccc23)c(=O)n(-c2ccccc2)n1C,-1,5.3,1,-5,0.9,-9,-9,1,2,14
Cc1nc2c(c(=O)n1Cc1ccccc1Cl)c1nc3ccccc3nc1n2Cc1ccco1,-9,.,1.1,.,1.1,5,.,1,4,-8
CCNC(=O)c1cccc(S(=O)(=O)N2CCCCCC2)c1,-4,0.3,1,-1,0.6,-10,0,1,-3,37
O=C(Nc1ccc2c(c1)OCO2)c1cc2ncc(Br)cn2n1,-3,0.4,1,-6,0.9,-3,-13,1,1,9
COc1c(N)c2ccccc2[nH]c1=O,-4,3.2,1,-8,0.9,-3,-12,1.1,-9,9
CC(=O)N1CCC(N(CCN2CCOCC2)C(=S)Nc2ccccc2C)CC1,-6,0.8,1.1,40,0.9,-7,1,1.1,-10,14
COc1cc(NC(=O)COc2ccc(-n3ccnc3)cc2)cc(OC)c1,-1,0.2,1,15,1.2,-16,-12,1,-2,-25
COC(=O)c1[nH]c2cc(C)ccc2c1NC(=O)CN1CCCc2ccccc21,0,4.3,1,0,1,-3,-77,1,2,-2
COc1cccc(OC)c1C(=O)N=c1sc2cc(S(C)(=O)=O)ccc2n1C,-5,0.0,1,-4,1,-6,-22,1.1,-6,-1
CS(=O)(=O)N(CC(=O)Nc1ccc2c(c1)OCO2)Cc1ccc(Cl)cc1,-3,1.1,1,21,0.9,-18,-3,1,-3,9
COc1ccc(CNC(=O)CCCCCNc2nc(=S)[nH]c3ccccc23)cc1,-2,1.1,1,-10,0.9,-7,12,1,-2,9
O=C(C(=O)N1CCCc2ccccc21)c1cn(CC(=O)N2CCOCC2)c2ccccc12,4,-0.8,1,-6,1,-3,-2,1,-4,-4

# Bioassay records from PubChem BioAssay.
